Assay outcomes as filed in PubChem BioAssay.
Pf growth 48h: Primary qHTS for delayed death inhibitors of the malarial parasite plastid, 48 hour incubation; 310,000 compounds, 5.9% hits; AID 504832, 2011; Potency, µM (series often up to 28.7 µM), without a hit: top-dose activity change, negative = inhibition, most hits filed as inhibitors; P. falciparum luciferase growth in erythrocytes, 48 h
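Here the parasites carry a stable luciferase gene and grow inside erythrocytes in Albumax-based RPMI medium with compound for one erythrocytic cycle. Activity is scored as loss of luminescent signal.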
HCV inh: qHTS Assay for Inhibitors of Hepatitis C Virus (HCV). Huh7.5.1 HCVcc-Cre infection, luciferase reporter, 44 h. 340,000 compounds, 3.4% hits. Potency, µM (top dose mostly 41.8 µM), for inactives: top-dose activity change, negative = inhibition, usual class: inhibitors. AID 651820, 2012
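Compounds are dispensed onto cells plated 4 h earlier at 1,000 per well, with HCVcc-Cre virus (about 0.5 moi) added next. Following 44 h of culture, luminescent signal is measured for 15 sec after 15 min with substrate at room temperature.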
Pf growth 96h: Primary qHTS for delayed death inhibitors of the malarial parasite plastid, 96 hour incubation | P. falciparum luciferase reporter growth, 96 h | Potency, µM (doses to about 28.7 µM), for the others: at the top dose activity change, negative = inhibition, actives largely listed as inhibitors | 320,000 compounds, 6.9% hits
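Plates of compound plus infected erythrocytes (2% hematocrit, 0.05% parasitemia final) incubate 96 hours, 37 C, 5% CO2. Detection reagent added; reduced luminescence from the parasites' luciferase reporter flags inhibition.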
LmPK inhibitor: qHTS Assay for Inhibitors of Leishmania Mexicana Pyruvate Kinase (LmPK) | Q27686 | purified LmPK, Kinase-Glo ATP luminescence, 1 h | Potency, µM (series often up to 57.5 µM), for the others: at the highest dose activity change, negative = inhibition, hits mostly inhibitors | 290,000 compounds, 0.37% hits
Target sequence (Q27686 whole entry, looked up): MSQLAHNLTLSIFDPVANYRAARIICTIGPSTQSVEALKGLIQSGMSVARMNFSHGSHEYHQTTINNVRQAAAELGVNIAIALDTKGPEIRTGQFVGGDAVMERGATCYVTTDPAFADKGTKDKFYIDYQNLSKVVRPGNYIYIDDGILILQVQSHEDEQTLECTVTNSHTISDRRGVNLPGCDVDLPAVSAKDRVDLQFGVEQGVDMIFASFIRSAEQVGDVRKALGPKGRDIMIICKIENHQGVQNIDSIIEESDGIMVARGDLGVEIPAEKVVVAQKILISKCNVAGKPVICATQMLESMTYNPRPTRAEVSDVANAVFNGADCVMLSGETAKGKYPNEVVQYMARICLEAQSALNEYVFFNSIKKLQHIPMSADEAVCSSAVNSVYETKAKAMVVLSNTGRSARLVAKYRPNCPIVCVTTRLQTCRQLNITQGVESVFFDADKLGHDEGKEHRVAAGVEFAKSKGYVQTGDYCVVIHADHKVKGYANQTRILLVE
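Pyruvate kinase activity monitored as ATP production (luciferase luminescence). Conditions: 0.1 nM enzyme, 0.5 mM PEP, 0.1 mM ADP, 1 h, RT; normalized against uninhibited and no-enzyme wells.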
Tb PYK inh: qHTS of Trypanosoma Brucei Inhibitors; 410,000 compounds, 0.12% hits; Potency, µM (top dose mostly 76.8 µM), without a hit: at the highest dose activity, negative = inhibition, actives largely listed as inhibitors; AID 624173, 2012; pyruvate kinase (Trypanosoma brucei), Q57TT1; TbPYK enzyme, Kinase-Glo Plus ATP luminescence, 45 min; note: nearly all actives have a fitted effect of over 50% in size
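T. brucei PYK with substrate was exposed to pin-transferred compounds across a concentration series, then started with 130 uM ADP (final). After 45 min at room temperature, Kinase-Glo Plus luminescence was read, normalized and curve-fitted.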
Sm TGR inh: qHTS Assay for the Inhibitors of Schistosoma Mansoni Peroxiredoxins; Schistosoma mansoni thioredoxin glutathione reductase (TGR), Q962Y6; 360,000 compounds, 3% hits; purified TGR, DTNB reduction, TNB absorbance 405 nm; Potency, µM (doses to about 114 µM), inactives show at the highest dose activity change, negative = inhibition, most hits filed as inhibitors; AID 485364, 2010; note: nearly all actives have a fitted effect of over 60% in size
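TGR 20 nM + NADPH 100 uM (dispensed conc.), cpd preinc 15 min RT; start with NADPH (500 uM addition) then DTNB (15 mM addition). Kinetic TNB absorbance, 405 nm filter. Four-parameter Hill fit across titration.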
The depositor's hits bear a star; ? = inconclusive; . = no result given; [ ] = another dose, or the depositor's remark. Calls come from the whole dose curve; as a rule, active = well fitted curve in the direction sought with a large enough effect; inconclusive = small, poorly fitted or top-dose-only effect, or another doubt; inactive = no such curve, though single readings can be large; an effect the other way counts as inactive or inconclusive. % is set by controls: 0 for no effect and ±100 for the full control effect; potency is the fitted concentration of half-maximal effect.

[1] Cc1ccccc1OCC(=O)Nc1sc(C(=O)Nc2cccc(C)c2C)c(C)c1C#N
[2] CCCNC(=O)C12CCC(C)(C(=O)C1Br)C2(C)C (stereo unspecified)
[3] CC(C)Nc1nnc(SC(C)C(=O)NCc2ccc3c(c2)OCO3)s1 (stereo unspecified)
[4] O=C(CSc1nnc(SCc2ccccc2)s1)N/N=C/C=C\c1ccco1
[5] CCn1cc(C(=O)OCC(=O)Nc2ccc(S(=O)(=O)N3CCCC3)cc2)c(=O)c2ccc(C)nc21
[6] COc1cc(/C=N/NC(=O)c2ccc(N(C)S(=O)(=O)c3ccccc3)cc2)cc(OC)c1OC
[7] COc1ccc(-n2ncc3c2CC(C)(C)CC3NC(=O)CCc2c(C)noc2C)cc1 (stereo unspecified)
[8] O=C(NCc1cccnc1)c1nnc(Cc2ccc(F)cc2)o1
assay / compound,1,2,3,4,5,6,7,8
Pf growth 48h,4%,11%,?,15%,2%,-2%,?,.
HCV inh,12%,3%,4%,9%,?,?,11%,17%
Pf growth 96h,-13%,-6%,-38%[5.75 µM],?,?,?,-30%,-5%
LmPK inhibitor,2%,0%,2%,2%,0%,2%,-2%,1%
Tb PYK inh,-2%,-6%,-7%,-14%,4%,-9%,-4%,1%
Sm TGR inh,-15%,-3%,2%,32µM*,1%,-3%,?,0%

[9] CCCCCCOc1ccc(NC(=O)CC2C(=O)N(CC)C(=S)N2Cc2ccco2)cc1 (stereo unspecified)
[10] COCCNC(=O)CSc1ccc(-c2nc3ccccc3[nH]2)cn1
[11] Cc1onc(-c2ccccc2Cl)c1C(=O)Nc1nnc(C(C)C)s1
[12] CCN(CC)C(=O)c1sc(NC(=O)c2c(OC)cccc2OC)c(C#N)c1C
[13] CCN(CC(=O)Nc1ccc2c(c1)OCCO2)c1nc(-c2cccnc2)nc2ccccc12
[14] Cc1nn(Cc2ccccc2)c(C)c1C(=O)OCC(=O)Nc1cc(S(C)(=O)=O)ccc1Cl
[15] CCOc1ccc(-c2c(C(=O)N/N=C/c3ccc(Cl)cc3)nnn2-c2nonc2N)cc1
[16] CCn1ncc(CN2CCN(Cc3cccc(OC)c3)C(CCO)C2)c1C (stereo unspecified)
assay / compound,9,10,11,12,13,14,15,16
Pf growth 48h,-20%,35%[activator],3%,-12%,?,0%,9.3µM*,0%
HCV inh,?,-7%,0%,-9%,?,?,9%,0%
Pf growth 96h,3%,?,10%,12%,-88%,-21%,?,7.4µM*
LmPK inhibitor,1%,-1%,0%,8%,2%,12%,-2%,6%
Tb PYK inh,-2%,1%,-5%,-6%,5%,4%,-2%,-4%
Sm TGR inh,-4%,-10%,-8%,-17%,-23%,-3%,-4%,-24%

[17] CCCCC1(C)OC(=O)C(=Cc2c[nH]c3ccccc23)C(=O)O1 (stereo unspecified)
[18] NC(=O)c1sc2nc(-c3ccco3)ccc2c1N
[19] N#C/C(=C\c1cccc([N+](=O)[O-])c1)c1nnc2n1CCCCC2
[20] O=C(CSC1=NS(=O)(=O)c2cc(Cl)ccc2N1)Nc1ccccc1C(F)(F)F
[21] COc1ccc(S(=O)(=O)NCCSC(C)(C)C)cc1
[22] O=C(CCS(=O)(=O)c1ccccc1)Nc1nc2c(s1)CCCC2
[23] CCOC(=O)C1CCCN(C(=O)Cc2ccc(Cl)cc2)C1 (stereo unspecified)
[24] COc1ccccc1N(C)S(=O)(=O)c1ccc(C(=O)OC(C)C(=O)NCc2ccc3c(c2)OCO3)cc1 (stereo unspecified)
assay / compound,17,18,19,20,21,22,23,24
Pf growth 48h,17%,148%[activator],13%,-9%,.,.,.,?
HCV inh,4%,15%,0%,?,7%,-6%,4%,11µM*
Pf growth 96h,57%[activator],260%[activator],41%[activator],1%,?,?,0%,-14%
LmPK inhibitor,5%,-6%,-1%,.,0%,1%,2%,3%
Tb PYK inh,1%,-16%,-7%,1%,1%,-3%,-4%,5%
Sm TGR inh,-1%,?,-8%,6%,7%,50µM*,-1%,-1%

[25] O=C(CSc1nc(=O)n2ccccc2n1)NCc1ccccc1
[26] Cc1ccc(-n2nc3c(c2NC(=O)c2ccc4c(c2)OCO4)CS(=O)C3)c(C)c1 (stereo unspecified)
[27] CCOCCSc1nnc2nc(C)cc(C)n12
[28] Nc1ncc(-c2ccccc2)c(-c2ccc(OCc3ccccc3)cc2O)n1
[29] Cc1cccc(NC(=O)C2CCCN(c3nc(C)cc(C)n3)C2)c1 (stereo unspecified)
[30] CSc1ncccc1C(=O)Nc1cccc(S(=O)(=O)N2CCCCC2)c1
[31] CC1CCN(C2=NC(=O)/C(=C/c3cn(-c4ccccc4)nc3-c3cccc(S(=O)(=O)N(C)C)c3)S2)CC1
[32] CCN(CC)S(=O)(=O)c1ccc2[nH]c(=O)cc(C(=O)Nc3cccc(C(C)=O)c3)c2c1
assay / compound,25,26,27,28,29,30,31,32
Pf growth 48h,-10%,-3%,7%,12µM*,-1%,12µM*,7.4µM*,?
HCV inh,5%,7%,15%,1.8µM*,-1%,?,?,-10%
Pf growth 96h,5%,-2%,.,?,10%,10µM*,?,?
LmPK inhibitor,.,.,2%,11%,0%,.,0%,4%
Tb PYK inh,-5%,4%,-11%,4%,-3%,-6%,-1%,8%
Sm TGR inh,-13%,2%,-1%,11%,-1%,-4%,-4%,-2%

[33] C=CCn1c(O)c(C=Nc2ccc(F)cc2)c(=O)[nH]c1=O
[34] CCOc1cccc2sc(N(CCCN(C)C)C(=O)c3ccc(S(=O)(=O)N4CCCCCC4)cc3)nc12
[35] COc1cccc(NC(=O)c2ccccc2NS(C)(=O)=O)c1
[36] COc1ccc([C@H]2CC(=O)C=C(c3ccc4c5c(cccc35)CC4)C2)cc1
[37] CCOc1ccc(/C=N/NC(=O)c2nnn(-c3nonc3N)c2CN(C)C2CCCCC2)cc1
[38] CC(=O)Nc1ccc(/C=N/NC(=S)NC(C)C)cc1
[39] Cc1[nH]c2ccccc2c1C(=O)CSc1n[nH]c(N)n1
[40] Cn1c(=O)c2c(nc3n2CC(COc2ccccc2)O3)n(C)c1=O (stereo unspecified)
assay / compound,33,34,35,36,37,38,39,40
Pf growth 48h,36%[activator],?,5%,1%,?,?,-1%,0%
HCV inh,12%,?,-8%,-2%,10%,-21%,18%,15%
Pf growth 96h,-35%,?,.,-10%,17%,-13%,47%[activator],9.3µM*
LmPK inhibitor,-3%,-2%,-2%,.,9%,-1%,-16%[11.5 µM],5%
Tb PYK inh,2%,-2%,5%,4%,-8%,-6%,-3%,1%
Sm TGR inh,-1%,-13%,3%,-2%,-10%,-34%,1%,-1%

[41] CCOc1nc2cccc(C(=O)O)c2n1Cc1ccc(-c2ccccc2-c2nn[nH]n2)cc1
[42] Cc1ccc(C)c(NS(=O)(=O)c2ccc(OCC(=O)N3CCCC3)cc2)c1
[43] COc1cccc(C(=O)NC2CCN(CC(=O)Nc3c(C)cc(C)cc3C)CC2)c1
[44] COCCC(=O)NNS(=O)(=O)c1ccc(Cl)cc1
[45] Cc1ccc2c(c1)CCCN2C(=O)c1cccs1
[46] COCCOc1cc(NC(=O)c2cccc(OC)c2)c(Cl)cc1Cl
[47] CCOC(=O)Cc1nnc(NC(=O)c2ccccc2OCC)s1
[48] CC(=C/c1ccco1)/C=N/NC(=O)c1nnn(-c2nonc2N)c1CN(C)C
assay / compound,41,42,43,44,45,46,47,48
Pf growth 48h,?,-8%,?,-5%,?,12µM*,-10%,-10%
HCV inh,.,6%,.,30%[activator],-27%,?,?,-9%
Pf growth 96h,2.1µM*,.,33%[activator],14%,.,?,-17%,59%[activator]
LmPK inhibitor,.,3%,0%,-3%,1%,8%,-1%,-5%
Tb PYK inh,-10%,-3%,.,3%,-3%,0%,11%,2%
Sm TGR inh,.,-10%,12%,3%,7%,3%,-2%,-15%

4 of the compounds above, as a markdown table:
| no. | Compound | Pf growth 48h | HCV inh | Pf growth 96h | LmPK inhibitor | Tb PYK inh | Sm TGR inh |
| --- | --- | --- | --- | --- | --- | --- | --- |
| 48 | CC(=C/c1ccco1)/C=N/NC(=O)c1nnn(-c2nonc2N)c1CN(C)C | -10% | -9% | 59%[activator] | -5% | 2% | -15% |
| 41 | CCOc1nc2cccc(C(=O)O)c2n1Cc1ccc(-c2ccccc2-c2nn[nH]n2)cc1 | ? | . | 2.1µM* | . | -10% | . |
| 43 | COc1cccc(C(=O)NC2CCN(CC(=O)Nc3c(C)cc(C)cc3C)CC2)c1 | ? | . | 33%[activator] | 0% | . | 12% |
| 47 | CCOC(=O)Cc1nnc(NC(=O)c2ccccc2OCC)s1 | -10% | ? | -17% | -1% | 11% | -2% |

Complete entries as entered above.
CC(=C/c1ccco1)/C=N/NC(=O)c1nnn(-c2nonc2N)c1CN(C)C is listed with Pf growth 48h: -10%; HCV inh: -9%; Pf growth 96h: 59%[activator]; LmPK inhibitor: -5%; Tb PYK inh: 2%; Sm TGR inh: -15%
COCCOc1cc(NC(=O)c2cccc(OC)c2)c(Cl)cc1Cl is listed with Pf growth 48h: 12µM*; HCV inh: ?; Pf growth 96h: ?; LmPK inhibitor: 8%; Tb PYK inh: 0%; Sm TGR inh: 3%
CCOC(=O)Cc1nnc(NC(=O)c2ccccc2OCC)s1 is listed with Pf growth 48h: -10%; HCV inh: ?; Pf growth 96h: -17%; LmPK inhibitor: -1%; Tb PYK inh: 11%; Sm TGR inh: -2%

More structures
[49] Nc1nnc(SCc2cc3c(cc2Cl)OCO3)s1
[50] Cn1nc(C(C)(C)C)c([N+](=O)[O-])c1C(=O)NCCO
[51] CSc1cc(-c2ccccc2)[nH]c(=O)c1C#N
[52] COc1ccc(C(NC(=O)c2cc(OC)ccc2OC)c2ccccc2)cc1 (stereo unspecified)
[53] COCCn1c(-c2ccc(SC)cc2)nc2c1c(=O)[nH]c(=O)n2CC(C)C
[54] Cc1cccn2c(CN(C)CC3CCCCO3)c(C(=O)N3CCCCC3)nc12 (stereo unspecified)
[55] O=C(NNc1ccccn1)C(c1ccccc1)c1ccccc1
[56] O=C(O)c1cnc(-c2ccccc2)nc1Sc1cccc(Cl)c1
[57] O=C(CSCc1cccc(Br)c1)NC1CC1
[58] Cc1ncc(CN2CCN(Cc3ccc(F)cc3)C(CCO)C2)s1 (stereo unspecified)
[59] Cc1cc(Br)cn2cc(C(=O)O)nc12
assay / compound,49,50,51,52,53,54,55,56,57,58,59
Pf growth 48h,13%,6%,-33%[1.15 µM],?,-49%,-9%,13%,1%,-18%,-15%,?
HCV inh,24%,11%,1%,?,-9%,3%,12%,3%,8%,4%,23%
Pf growth 96h,?,3%,14%,?,4%,?,?,27%,26%,4%,31%
LmPK inhibitor,0%,1%,3%,-1%,8%,0%,3%,-2%,1%,-7%,3%
Tb PYK inh,0%,-13%,-1%,-2%,-3%,3%,-2%,-6%,-1%,3%,4%
Sm TGR inh,9%,1%,5%,-10%,25%,-3%,-3%,-4%,-10%,1%[57.1 µM],-5%
